MBD2 DNA inh: MBD2-methylated oligo binding inhibition; Q9UBB5; TR-FRET, MBD2 binding to methylated oligonucleotide; inhibition, % at 4.4 µM; 370,000 tested, 0.31% active; in the data active = inhibition above about 13%
mABHD4 FP: inhibitors of mouse ABHD4; purified mABHD4, FP-Rh probe fluorescence polarization; inhibition, % at 8.92 µM; 370,000 tested, 0.54% active; AID 720543;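 active = inhibition exceeding the mean over every tested compound plus 3 SD, cut at about 30% in these data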;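 also: 0% = plate median of compound wells and 100% = S159A mutant with DMSO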
Target sequence (Q8VD66 whole entry, looked up): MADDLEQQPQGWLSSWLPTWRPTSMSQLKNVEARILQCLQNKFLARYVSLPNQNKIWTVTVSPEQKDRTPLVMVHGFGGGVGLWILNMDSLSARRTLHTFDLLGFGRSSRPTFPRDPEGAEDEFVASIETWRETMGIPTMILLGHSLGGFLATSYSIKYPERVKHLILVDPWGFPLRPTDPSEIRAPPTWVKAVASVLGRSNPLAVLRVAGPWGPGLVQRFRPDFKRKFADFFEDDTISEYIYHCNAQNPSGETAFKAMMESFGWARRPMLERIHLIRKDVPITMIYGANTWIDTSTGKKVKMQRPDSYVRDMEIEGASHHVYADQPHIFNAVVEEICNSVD
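Test system: mABHD4 protein | Buffer or medium: HEPES pH 7.0 buffer, 150 mM NaCl, 0.01% Pluronic F-127 | Probe or stimulus: FP-Rh fluorescent activity-based probe, added after compound pre-incubation | Timing: Pre-incubation 45 min, probe exposure 60 min, at 25 °C | Technique: Fluorescence polarization, excitation 525 nm, emission 598 nm, BODIPY TMR filters | Repeats: Single well per compound (singlicate)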
PRMT1 inh: inhibitors of human PRMT1; Q99873; recombinant PRMT1, activity-based probe fluorescence polarization; inhibition, % at 2.79 µM; 370,000 tested, 1.3% active;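 active = inhibition above about 21% made by adding two undisclosed values, limit read from the data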
Target sequence (Q99873 whole entry, looked up): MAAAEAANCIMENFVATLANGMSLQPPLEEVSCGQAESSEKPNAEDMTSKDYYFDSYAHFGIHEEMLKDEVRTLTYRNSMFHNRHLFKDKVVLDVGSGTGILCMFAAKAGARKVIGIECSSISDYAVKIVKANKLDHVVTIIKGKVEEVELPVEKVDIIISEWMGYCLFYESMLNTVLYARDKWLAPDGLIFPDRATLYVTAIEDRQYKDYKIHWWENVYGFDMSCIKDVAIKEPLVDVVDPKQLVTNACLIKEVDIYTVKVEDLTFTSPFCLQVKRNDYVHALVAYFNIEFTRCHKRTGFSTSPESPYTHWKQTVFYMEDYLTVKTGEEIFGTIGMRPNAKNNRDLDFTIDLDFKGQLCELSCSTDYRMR
SIAE primary: blocks human sialic acid acetylesterase. Q9HAT2. SIAE FP-Rh probe binding, fluorescence polarization. inhibition, % at 9.66 µM. 370,000 tested, 0.69% active;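 active = inhibition above a cutoff: mean of compounds within the control limits plus 3 SD of those, cut at about 17% in these data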;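 also: 0% = plate median of compound wells and 100% = probe without SIAE protein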
TCR CD3 inh: human TCR-CD3 binding inhibition; TAMRA-labeled TCR probe fluorescence, biochemical; inhibition, % at 9.4 µM; 360,000 tested, 0.37% active; AID 651800; in the data active = inhibition above about 19%;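 also: recombinant mutant TCR 2C K166C tagged with TAMRA read by polarization; 0% = receptor in buffer alone and 100% = receptor with positive control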
HTRA1 inhibitor: HTRA1 (human) protease inhibition; inhibition, % at 5.96 µM; 340,000 tested, 0.5% active; recombinant HTRA1, FP-rhodamine activity-based probe, fluorescence polarization; AID 504803; Q92743; in the data active = inhibition above about 36%;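 also: 0% = enzyme with DMSO and 100% = wells lacking enzyme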
UHRF1 MBD2 ctr: human UHRF1 methylated DNA binding inhibitors. Q96T88. UHRF1 binding to methylated oligo, TR-FRET. inhibition, % at 4.4 µM. 370,000 tested, 0.75% active; in the data active = inhibition above about 21%;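 also: UHRF1 SRA domain binding a hemimethylated CpG hairpin DNA probe; 0% = median of test compound wells and 100% = reference inhibitor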
NPR1 activator: GC-A (human) enzyme activation; HEK293 GC-A cells, cGMP TR-FRET, EC30 ANP; 0% at EC30 ANP, 100% saturating ANP; P16066; AID 1671463; activation, % at 10 µM; 370,000 tested, 0.14% active; in the data active = activation above about 40%
rCAG binder: r(CAG) repeat RNA binding | TO-PRO-1 dye displacement fluorescence | inhibition, % at 3 µM | 370,000 tested, 1.3% active;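 active = inhibition above the plate cutoff, the mean of all test compounds on that plate plus 3 SD, cut at about 35% in these data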;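 also: 0% = DMSO alone and 100% = 100 µM mitoxantrone as full dye displacement; higher means more dye released from RNA so lower well fluorescence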
GC-B act: GC-B (human) receptor activation; HEK293-GC-B cells, CNP EC30, cGMP TR-FRET; 0% at EC30 CNP, 100% saturating CNP; activation, % at 10 µM; 370,000 tested, 0.11% active;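 active = activation at 10 µM reaching about 35% in either raw or pattern-adjusted values, limit read from the data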
* hit, by the source's call; . = not tested or not shown.

SMILES	MBD2 DNA inh	mABHD4 FP	PRMT1 inh	SIAE primary	TCR CD3 inh	HTRA1 inhibitor	UHRF1 MBD2 ctr	NPR1 activator	rCAG binder	GC-B act
Cc1ccc(S(=O)(=O)N2CCN(CC(=O)N/N=C/c3ccccc3OCC(=O)O)CC2)cc1	0	-8	12	-3	-2	.	1	-2	7	1
Cc1ccc(S(=O)(=O)N2[C@@H](c3ccc(F)cc3)C(C(=O)O)=CC[C@H]2c2ccc(Cl)cc2)cc1	7	-4	4	-11	-8	-28	0	-3	78*	6
Cc1ccc(C(=O)N2CCCC(CCC(=O)NCc3ccccc3F)C2)cn1 (stereo unspecified)	-1	-4	-4	-1	0	1	4	0	-5	1
COc1ccccc1NC(=O)Nc1ccc(C(N)=O)cc1	1	7	1	1	-5	-6	7	-1	2	-2
O=C(NC1=NCCS1)C1CCN(S(=O)(=O)c2ccccc2C(F)(F)F)CC1	1	-6	7	-4	-2	3	1	0	6	6
NC(=O)CN(c1ccc(Oc2ccccc2)cc1)S(=O)(=O)c1ccccc1	2	-1	1	7	1	-3	-4	-3	0	-1
CC1(C)CC2CC(C)(CN2C(=O)COC(=O)c2cccnc2Cl)C1 (stereo unspecified)	-4	-2	-2	-9	-9	-4	2	-2	-5	-2
COn1c(-c2ccccc2)nc2ccc(Cl)cc21	-2	-4	0	9	-3	-7	1	-1	-3	-1
COc1ccc(-c2oc3ccc(N4CCOCC4)cc3c2/C=C/c2ccc(OC)c(OC)c2)cc1	-4	4	0	3	6	-2	-3	20	9	-2
CC(C)(C)c1nnc2sc(SCC(=O)N3CCCc4ccccc43)nn2c1=O	-5	0	3	0	1	-2	-1	-5	-2	3
COc1ccc(C(C)=O)cc1COC(=O)C1CC(=O)N(Cc2ccccc2)C1 (stereo unspecified)	-2	-3	-2	10	-8	-5	-2	3	-11	-6
Cc1c(NC(=O)COc2cccc(Cl)c2Cl)c(=O)n(-c2ccccc2)n1C	2	-7	-3	-14	1	-1	2	2	-1	-3
COc1ccc(S(=O)(=O)N2CCC[C@H]2C(=O)N2CCC[C@H]2C(=O)NCc2ccncc2)cc1C	-5	6	2	5	4	.	1	-2	2	-3
Cc1ccc(C)c(NC(=O)COC(=O)c2ccc3c(c2)OCO3)c1	-3	-4	-6	-3	6	-2	-2	3	-4	1
Cc1cc(Br)ccc1SCC(=O)Nc1cccnc1	0	9	4	-4	-8	-2	-1	1	0	-6
CCN(c1ccccc1)S(=O)(=O)c1ccc(NC(=S)NC(=O)c2cccs2)cc1	-1	-17	1	-32	1	-63	8	1	12	4
Cc1cc(C)n(-c2nc(NCC(C)O)c3c4c(sc3n2)CCCC4)n1 (stereo unspecified)	2	-6	1	-2	8	-1	0	-1	-1	-3
Nc1[nH]c(C(=O)c2ccc(Br)cc2)c(-c2ccc(Cl)c(Cl)c2)c1C(=O)NCCc1c[nH]c2ccccc12	-1	15	-1	14	-2	.	2	-9	9	-2
CCOCCCn1c(SCC(=O)Nc2cccc(OC)c2)nc2ccccc2c1=O	5	-17	7	6	-1	-19	0	-2	-2	5
Fc1cccc(CNc2ncnc3ccc(-c4ccc5c(c4)OCO5)cc23)c1	-3	-55	0	-44	-7	-57	0	21	7	32
CCc1ccccc1N(C(=O)CCC(=O)Nc1cc(C)on1)C(C(=O)NC1CCCC1)c1ccco1 (stereo unspecified)	-1	7	1	-1	0	-20	-2	-4	-9	-5
Cc1ccc(C2=CCN(C)C(=O)N2c2ccc(Cl)cc2)cc1	1	-1	2	0	.	.	-4	-6	7	-17
CCc1ccccc1NC(=O)Nc1ccon1	-2	-10	4	0	-1	2	0	0	-1	-3
CCOc1ccc(C2C(C(=O)O)c3ccccc3C(=O)N2CCN2CCOCC2)cc1 (stereo unspecified)	-4	5	-3	6	1	-1	1	-2	1	2
COc1ccc(SCC(=O)Nc2ccccc2Cl)cc1	3	-5	3	-1	0	-1	1	4	1	7
The list continues.
SMILES	MBD2 DNA inh	mABHD4 FP	PRMT1 inh	SIAE primary	TCR CD3 inh	HTRA1 inhibitor	UHRF1 MBD2 ctr	NPR1 activator	rCAG binder	GC-B act
COc1ccc2nc(NC(=O)CN3C(=O)NC4(CCCC4)C3=O)sc2c1	2	4	3	4	-3	-2	-1	6	3	-5
O=C(NCC1CCCO1)c1ccccc1OCc1ccc(F)cc1 (stereo unspecified)	-1	1	2	1	4	-6	-2	1	-7	-7
COC(CNC(=O)[C@H](CSCc1ccccc1)N1Cc2ccccc2C1=O)OC	3	6	1	-4	0	-1	1	4	-6	3
Cc1cc(C)cc(C(=O)OCCCN(C)C2CN(Cc3cn(Cc4ccc([N+](=O)[O-])cc4)nn3)S(=O)(=O)C2)c1 (stereo unspecified)	7	0	-1	2	.	.	11	-3	7	-5
COCc1cc(C)nc2oc(C(=O)c3ccccc3)c(N)c12	-2	-2	0	-2	4	-3	0	0	1	-3
Cc1cc(C)cc(NC(=O)c2cc(S(=O)(=O)NCc3ccco3)ccc2F)c1	-5	-7	-1	-4	6	-38	-1	-1	9	1
CCOc1cccc(-c2c(C(=O)N/N=C/c3sccc3C)nnn2-c2nonc2N)c1	-2	-12	3	-12	-5	2	-2	4	11	5
COc1cc(C)ccc1S(=O)(=O)NC(=O)C1(C)CCN1C(=O)Cc1ccc(Cl)cc1Cl (stereo unspecified)	5	-5	-5	0	4	.	-1	3	19	-3
CCCCCc1c(-c2cccc(Cl)c2)ncn1CCc1ccccc1OC	3	-11	0	-2	2	.	0	3	2	-1
CCCC(=O)NCCSC	-4	-3	-3	-3	-3	-2	-1	0	0	2
CCCCN1CCN(C(=O)C2CCN(S(=O)(=O)c3ccc4[nH]c(=O)oc4c3)CC2)CC1	2	-1	2	6	.	.	-1	-1	7	4
Cc1nn(CC(=O)NCC2CCCO2)c(C)c1[N+](=O)[O-] (stereo unspecified)	0	2	0	2	9	-1	-1	3	1	-1
COc1ccc(OC)c(C2c3[nH]c4ccccc4c3C[C@H]3C(=O)N(C4CC4)CC(=O)N23)c1 (stereo partly specified)	-3	2	-5	4	-3	-2	1	-8	4	-4
CS(=O)(=O)c1ccc(Cl)c(NC(=O)Nc2ccccc2)c1	2	-3	3	-8	-4	-9	-1	10	0	12
C/C=C(/C)C(=O)O[C@@H]1c2c(ccc3ccc(=O)oc23)O[C@@H]1C(C)(C)OC(=O)/C(C)=C\C	1	-12	0	-7	3	-24	-1	-3	-4	-5
CC(C)(C)OC(=O)CNC(=O)c1[nH]cnc1C(=O)NC1CCN(C(=O)OC(C)(C)C)CC1	1	3	1	-1	-3	-1	-1	0	-8	3
CC1=NN(c2ccc(N)cc2)C(=O)C1	-6	11	7	10	11	8	-1	-4	17	1
CN(C)c1ncnc2[nH]ncc12	2	-6	-2	3	-10	5	2	5	1	1
CCC(CO)NC(=O)c1ccccc1C(F)(F)F (stereo unspecified)	2	1	-3	6	1	11	-1	-1	0	0
CCCCCCCCCC1(CC(=O)OCC)SCCN1C(N)=O (stereo unspecified)	4	-23	7	-7	4	-10	-2	6	0	2
CCOC(=O)N1CCN(C(=O)c2cn(CC(C)C)c(=O)c3c2c2ccccc2n3C)CC1	-7	15	1	-3	3	1	0	-12	-4	-17
CCCCN1C(=O)C(O)(c2ccccc2)c2cc(Br)ccc21 (stereo unspecified)	2	-9	-4	-4	5	-17	4	-58	-7	-21
O=C(N/N=C/c1ccc(OC(F)F)cc1)c1cc[n+]([O-])cc1	2	-1	1	0	2	8	0	4	-1	0
Nc1nc(-c2nc3ccccc3[nH]2)cs1	-4	2	-2	0	5	3	-2	3	0	1
O=C(CC1(O)C(=O)N(Cc2cccc3ccccc23)c2ccccc21)c1cccnc1 (stereo unspecified)	-6	-10	-4	-3	-2	-42	3	-3	4	-5
Other compounds follow:
SMILES	MBD2 DNA inh	mABHD4 FP	PRMT1 inh	SIAE primary	TCR CD3 inh	HTRA1 inhibitor	UHRF1 MBD2 ctr	NPR1 activator	rCAG binder	GC-B act
CC(C)C(N)c1csc(Nc2ccc(S(C)(=O)=O)cc2)n1 (stereo unspecified)	6	-18	4	-2	-12	.	4	1	2	1
COc1ccc(CCNC(=O)[C@@H](NC(=O)N2CC(=O)Nc3ccccc32)C(C)C)cc1OC	-9	0	-3	5	8	5	-2	0	-1	4
C/C(=N\NC(=S)Nc1cccc(C)c1)c1cc2ccccc2o1	2	3	-2	19*	1	-8	1	-6	12	-8
CN(CC(=O)Nc1c(Cl)cccc1Cl)C(=O)CNC(=O)c1ccc2c(c1)OCO2	1	0	-1	-2	8	6	-1	4	1	6
CCc1cc(C(=O)N2CCCC(CO)(Cc3ccc(F)cc3)C2)n(C)n1 (stereo unspecified)	-1	1	-6	16	3	-3	-1	0	-4	-1
O=C(O)c1cccc(N/N=C/c2cccnc2)c1	5	5	11	5	8	6	4	0	-1	1
COc1ccc(C#Cc2cccc(-c3nc(C(=O)NCCCN4CCOCC4)cc4c3[C@H](CCO)N(S(=O)C(C)(C)C)C4)c2)cc1OC (stereo partly specified)	-6	-6	0	-4	7	.	-2	5	11	-7
COc1ccc(/C=C/C(=O)OCC(=O)NCCCc2ccccc2)cc1OC	0	-5	1	-6	2	-2	-2	-2	1	-7
COc1cc(-c2nnc(-c3ccc(N4CCOCC4)cc3)o2)cc(OC)c1OC	0	1	-3	3	3	-3	-3	14	-5	2
COc1ccccc1NC(=O)CSc1nnc(COc2ccc(Cl)cc2)o1	-4	-1	6	0	-4	-14	0	8	-1	-2
COc1ccc(S(=O)(=O)N2CCOC2CNC(=O)C(=O)NCc2ccco2)cc1C (stereo unspecified)	0	1	-1	-7	-4	-8	0	-1	6	-1
Cc1cccc(C(=O)Nc2ccc(NC(=O)c3ccccc3)cc2)c1	2	-16	0	-13	8	-101	2	-4	1	3
O=C(Nc1cccc2ccccc12)N1CCN(c2ccccc2)CC1	0	0	-2	2	-3	-5	-1	-2	-4	-2
COc1ccc(/C=N/NC(=O)c2ccc(N)cc2)cc1Cn1cc([N+](=O)[O-])cn1	-7	2	2	-1	1	-2	-1	0	5	-2
CCOc1ccc(N(CC(=O)NC2CCCC2)C(=O)CSc2nnc(COc3ccccc3)o2)cc1	0	5	-1	3	3	-6	0	-7	0	-6
Nc1ccc(C23CC4CC(CC(C4)C2)C3)cc1	1	2	6	1	-1	3	-1	-8	-2	1
CCOC(=O)c1[nH]cnc1C(=O)Nc1cccc(N)n1	4	-4	1	2	6	4	0	3	1	2
Cc1ccc(S(=O)(=O)N2CCOCC2)cc1NC(=O)CSc1nnc(NC2CC2)s1	5	2	4	8	-2	-1	5	-4	6	-2
COc1ccc(NC2CCCN(C(=O)c3cccc(C)n3)C2)cc1OC (stereo unspecified)	-6	-3	-5	4	3	6	3	-7	-2	-8
O=C(COc1ccc(S(=O)(=O)N2CCOCC2)cc1)NCc1ccccc1	-4	-4	-6	2	4	0	-4	1	-1	2
N#Cc1ccc(OCC(=O)NCC(c2cccs2)N2CCOCC2)cc1 (stereo unspecified)	-3	3	1	11	-1	-2	4	5	-3	2

One compound at a time (already shown). Screens in order: MBD2 DNA inh, mABHD4 FP, PRMT1 inh, SIAE primary, TCR CD3 inh, HTRA1 inhibitor, UHRF1 MBD2 ctr, NPR1 activator, rCAG binder, GC-B act
Results for `Cc1cccc(C(=O)Nc2ccc(NC(=O)c3ccccc3)cc2)c1` → 2, -16, 0, -13, 8, -101, 2, -4, 1, 3
Results for `Nc1ccc(C23CC4CC(CC(C4)C2)C3)cc1` → 1, 2, 6, 1, -1, 3, -1, -8, -2, 1
Results for `Cc1nn(CC(=O)NCC2CCCO2)c(C)c1[N+](=O)[O-]` (stereo unspecified) → 0, 2, 0, 2, 9, -1, -1, 3, 1, -1

Only part of the results is shown; the hit share may differ from the screen's.
